G9a block: inhibitors of human histone lysine methyltransferase G9a | Q96KQ7 | G9a H3K9 monomethylation, AlphaScreen, 2 h | Potency, µM (titrated, usually from 102 µM), for the others: top-dose activity, negative = inhibition, actives largely listed as inhibitors | hit rate 8.8% among 350,000; note: % is set by controls: 0 for no effect and ±100 for the full control effect; nearly all actives have a fitted effect of over 75% in size
Target sequence (Q96KQ7 913-1193 limits assumed): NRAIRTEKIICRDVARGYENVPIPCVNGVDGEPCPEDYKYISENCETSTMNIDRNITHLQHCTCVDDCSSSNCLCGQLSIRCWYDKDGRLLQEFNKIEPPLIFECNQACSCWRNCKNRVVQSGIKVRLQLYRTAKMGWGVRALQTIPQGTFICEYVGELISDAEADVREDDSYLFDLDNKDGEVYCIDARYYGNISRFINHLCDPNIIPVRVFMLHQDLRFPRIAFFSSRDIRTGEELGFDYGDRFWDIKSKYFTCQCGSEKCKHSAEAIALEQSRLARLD
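Methyltransferase reactions run at room temperature for 2 h (20 nM enzyme, 500 nM biotin-H3K9 peptide, 20 uM SAM) after a 15 min compound preincubation; product detected by AlphaScreen beads and anti-H3K9me1 antibody.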
BAZ2B inh: blocks human BAZ2B; Q9UIF8; AlphaScreen BAZ2B-H3K14Ac peptide displacement; Potency, µM (highest dose often 114 µM), for the others: top-dose activity change, negative = inhibition, hits mostly inhibitors; hit rate 4.4% among 360,000; AID 504333; note: % is set by controls: 0 for no effect and ±100 for the full control effect; nearly all actives have a fitted effect of over 60% in size
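AlphaScreen luminescence quantifies BAZ2B engagement of H3K14Ac peptide; the protein and biotinylated peptide are both at 50 nM final, buffer PBS pH 7.4 with 0.01% Tween-20, all steps at room temperature.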
Pol iota inh: inhibitors of human DNA polymerase iota; Pol iota fluorescent replication assay, 10 min; hit rate 1% among 390,000; Potency, µM (series often up to 115 µM), inactives show top-dose activity, negative = inhibition, usual class: inhibitors; Q9UNA4
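Pol iota at 10 nM preincubated 15 min with compounds at room temperature; reaction started with fluorescent substrate, 50 nM final. Fluorescence read kinetically at 0 and 10 min; buffer-only wells as negative control.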
HP1b binding inh: HP1-beta chromodomain-methylated histone interaction inhibition; AlphaScreen HP1-beta / biotin-H3K9me3 peptide binding; P83916; Potency, µM (top dose mostly 114 µM), for inactives: at the top dose activity change, negative = inhibition, hits mostly inhibitors; hit rate 0.56% among 390,000; note: nearly all actives have a fitted effect of over 70% in size; inactives centre near 23
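AlphaScreen: HP1-beta (50 nM) preformed 30 min with biotin-H3(1-18)K9me3 peptide (50 nM) in PBS pH 7.4, 0.01% Tween-20. Compound added for 30 min at RT, then streptavidin donor/nickel chelate acceptor beads (10 ug/mL) for 30 min.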
PGK inhibitor: inhibitors of T. brucei phosphoglycerate kinase; P07378; Potency, µM (doses to about 57.5 µM), inactives show at the highest dose activity change, negative = inhibition, most hits filed as inhibitors; hit rate 0.043% among 380,000; PGK/GAPDH coupled, Kinase-Glo luminescence, 60 min; note: % is set by controls: 0 for no effect and ±100 for the full control effect; nearly all actives have a fitted effect of over 60% in size
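Recombinant glycosomal PGK reaction used 1,3-bisphosphoglycerate generated in-well by GAPDH (100nM final) in 100mM TEA pH 7.6, 5mM MgCl2, 0.01% Tween-20. After 60 minutes at room temperature, ATP was read by Kinase-Glo Plus luminescence end-point.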
JMJD2A Tudor inh: inhibitors of human JMJD2A Tudor domain | O75164 | AlphaScreen JMJD2A-Tudor / H3K4me3 peptide binding | Potency, µM (highest dose often 114 µM), without a hit: at the highest dose activity change, negative = inhibition, most hits filed as inhibitors | hit rate 4.4% among 390,000; note: % is set by controls: 0 for no effect and ±100 for the full control effect; nearly all actives have a fitted effect of over 50% in size
Pin1 inh: blocks the human prolyl isomerase Pin1 | Q13526 | Pin1 FP peptide displacement, HiFluor488, 10 min | Potency, µM (highest dose often 115 µM), for inactives: top-dose activity, negative = inhibition, actives largely listed as inhibitors | hit rate 0.009% among 390,000 | AID 504891; active = well fitted inhibition curve with a large enough effect in the polarisation, with a control signal flat, not every such curve was filed as active; inconclusive = small, poorly fitted or top-dose-only effect, or effect the other way, or a change in a side signal; inactive = no such curve, though single readings can be large or run the other way; the % refers to the polarisation; note: % is set by controls: 0 for no effect and ±100 for the full control effect
Target sequence (Q13526 whole entry, looked up): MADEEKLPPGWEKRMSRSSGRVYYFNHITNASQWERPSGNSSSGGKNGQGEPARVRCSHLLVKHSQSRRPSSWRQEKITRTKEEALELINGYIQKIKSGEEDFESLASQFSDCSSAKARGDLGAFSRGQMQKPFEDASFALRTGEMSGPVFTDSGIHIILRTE
GLS inh: blocks human kidney-isoform glutaminase activity; AID 624170; hit rate 0.21% among 410,000; Potency, µM (highest dose often 45.5 µM), without a hit: top-dose activity change, negative = inhibition, hits mostly inhibitors; GLS enzymatic activity, qHTS titration; O94925; note: % is set by controls: 0 for no effect and ±100 for the full control effect
Target sequence (O94925 whole entry, looked up, canonical isoform): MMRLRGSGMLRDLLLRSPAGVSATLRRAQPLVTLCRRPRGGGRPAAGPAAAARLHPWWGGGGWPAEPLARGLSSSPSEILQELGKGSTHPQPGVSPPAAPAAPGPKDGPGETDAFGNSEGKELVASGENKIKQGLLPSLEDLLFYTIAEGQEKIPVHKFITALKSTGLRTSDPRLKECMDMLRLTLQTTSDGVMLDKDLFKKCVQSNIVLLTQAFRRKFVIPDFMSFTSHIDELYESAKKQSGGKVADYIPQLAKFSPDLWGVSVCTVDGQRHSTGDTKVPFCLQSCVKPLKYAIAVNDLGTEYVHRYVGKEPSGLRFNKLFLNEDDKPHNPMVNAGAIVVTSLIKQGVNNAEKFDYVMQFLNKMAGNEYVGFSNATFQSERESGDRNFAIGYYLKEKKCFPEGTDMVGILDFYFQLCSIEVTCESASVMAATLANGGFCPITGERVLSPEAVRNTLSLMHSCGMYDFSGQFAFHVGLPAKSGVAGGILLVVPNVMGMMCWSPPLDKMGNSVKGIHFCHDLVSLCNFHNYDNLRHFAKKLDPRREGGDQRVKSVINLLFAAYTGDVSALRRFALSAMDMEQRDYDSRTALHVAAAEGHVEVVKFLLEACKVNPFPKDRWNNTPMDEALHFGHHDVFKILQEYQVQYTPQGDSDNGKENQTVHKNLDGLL
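hKGA in 45 mM KH2PO4 (pH 8.2), 0.02% Tween-20 with compound, then 1mM L-Glutamine (stock as added) plus glutamate oxidase/HRP/Amplex red coupling mix. Fluorescence read initially and after 30 min at RT; signal change reflects glutamate formation.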
BLM helicase inh: inhibitors of human Bloom syndrome helicase BLM. P54132. recombinant BLM DNA unwinding, fluorescence dequenching. Potency, µM (series often up to 56.1 µM), for inactives: top-dose activity change, negative = inhibition, most hits filed as inhibitors. hit rate 0.2% among 350,000. AID 2528;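 note: plate controls were vehicle for no effect and no enzyme for full effect; nearly all actives have a fitted effect of over 35% in size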
* = called active by the depositor; i = inactive; ? = inconclusive; nt = no result given; [ ] = another dose, or the depositor's remark. Unless noted, calls come from the whole dose curve; as a rule, active = well fitted curve in the direction sought with a large enough effect; inconclusive = small, poorly fitted or top-dose-only effect, or another doubt; inactive = no such curve, though single readings can be large; an effect the other way counts as inactive or inconclusive. Potency is the fitted concentration of half-maximal effect.

Fields: G9a block | BAZ2B inh | Pol iota inh | HP1b binding inh | PGK inhibitor | JMJD2A Tudor inh | Pin1 inh | GLS inh | BLM helicase inh
1: CCn1c(C(=O)N2CCCC(C(=O)NCCCc3ccccc3)C2)cc2sccc21 (stereo not given)
  ? | -1% | 29% | 6% | -6% | -29% | 3% | 9% | -7%
2: O=C(Cn1cc(C(F)(F)F)ccc1=O)N1CCCc2ccccc21
  nt | nt | 93%[activator] | 10% | -2% | -13% | -4% | 5% | nt
3: O=C(NCC1(N2CCOCC2)CCCCC1)c1cccc(S(=O)(=O)N2CCc3ccccc3C2)c1
  -1% | -7% | 52%[activator] | 27% | 0% | -12% | 25% | -5% | -6%
4: COc1cc(C)c(Br)cc1S(=O)(=O)NCc1ccncc1
  -16% | -22% | 58%[activator] | 23% | 4% | -21% | 2% | 4% | -3%
5: O=C(Nc1cc(C(F)(F)F)ccc1N1CCCC1)C1CCCO1 (stereo not given)
  3%[12.7 µM] | -22% | 27% | 79%[activator] | -10% | -12% | 1% | 27% | nt
6: COCCn1c(SCC(=O)N2CCOCC2)nnc1-c1ccco1
  -8% | 3% | 51%[activator] | 38% | i | -3% | -7% | -2% | -1%
7: Cc1ccccc1OCCC(=O)OCC(=O)NCCNC(=O)COC(=O)CCOc1ccccc1C
  -16% | 29% | 21% | 9% | 8% | -17% | -1% | 9% | nt
8: CC1=C(C(N)=O)C(c2ccccn2)n2nc(SCc3ccccc3)nc2N1 (stereo not given)
  ? | 9% | ? | 51%[activator] | 1% | -12% | 8% | -3% | -5%
9: CC(CN1CCCCC1)OC(=O)/C=C/c1ccccc1 (stereo not given)
  nt | 11% | 8% | 33% | -4% | 8% | 0% | 0% | -1%
10: COc1cc(/C=N\NC(=O)c2ccc(=O)[nH]n2)cc(OC)c1OC
  35%[0.501 µM] | -35% | 16µM* | 32% | -5% | 15% | 2% | 1% | 3%
11: Cc1nc2scc(-c3cccs3)c2c(=O)n1N
  17%[59 µM] | -3% | 173%[activator] | 8% | 6% | -5% | 23% | 22% | 6%
12: Cc1cc(C)nc(NS(=O)(=O)c2ccc(N/C=C\C(=O)c3ccc(Cl)cc3)cc2)n1
  -31% | -4% | ? | 38%[activator] | 6%[11.5 µM] | -4% | 27% | -3% | -4%
13: C#CCOCCOCCOCCNc1nc(N2CCN(C(=O)CCCCCCCCCCNC(=O)[C@H](CCCCN)n3cc(C)nn3)CC2)nc(N2CCN(C(=O)CCCCCCCCCCNC(=O)[C@H](CCCCN)n3cc(CCCC(=O)O)nn3)CC2)n1
  6%[2.33 µM] | -31% | ? | 9% | 10% | ? | 4% | -12% | nt
14: COC(=O)c1c(NC(=O)c2ccccc2N(C)S(=O)(=O)c2ccccc2)sc2c1CCCC2
  23%[59 µM] | 2% | -6% | 24% | -11% | -18% | 12% | 5% | -7%
15: COc1ccc(NC(=S)NCCc2c(C)[nH]c3ccc(OC)cc23)cc1
  50µM* | nt | 13% | -23% | -5% | ? | -3% | 11% | -7%
16: O=C(c1ccccc1F)N1CCN(c2cccc(C(F)(F)F)c2)CC1
  3%[59 µM] | 9% | 11% | 18% | 5% | 1% | 1% | -1% | -3%
17: CCOC(=O)c1c(NC(=S)Nc2ccccc2)sc(C)c1C
  ? | 3% | ? | -25% | nt | -6% | 3% | -5% | -5%
18: NC(=O)c1cc2cc(Br)ccc2oc1=NCc1ccccc1
  -2%[12.7 µM] | 3% | -6% | 13% | -9% | -23% | 1% | 2% | 0%
19: Cc1ccc(-n2c(SCC(=O)Nc3ccc(Cl)cc3)nc(O)cc2=O)cc1
  nt | -11% | 15% | 33% | 7% | -8% | 10% | 11% | -8%
20: O=C1NC(=O)/C(=C/c2ccc(OS(=O)(=O)c3ccc(F)cc3F)cc2)N1
  nt | 7% | 15% | 23% | -4% | -10% | -3% | -7% | -2%

Further entries
Fields: G9a block | BAZ2B inh | Pol iota inh | HP1b binding inh | PGK inhibitor | JMJD2A Tudor inh | Pin1 inh | GLS inh | BLM helicase inh
21: COc1ccc(CNS(=O)(=O)c2cc(-c3cc(C)no3)ccc2OC)cc1OC
  1%[59 µM] | -12% | 11% | 18% | -4% | -1% | 4% | -2% | -4%
22: CCn1c(COc2ccccc2)nnc1SCC(=O)Nc1cc(C)ccc1OC
  -11% | 2% | 25% | 42%[activator] | 0% | -8% | -1% | 2% | -3%
23: Cc1ccc(C(=O)NNC(=O)c2ccncc2)cc1C
  27% | 8% | 31%[activator] | 40%[activator] | i | -4% | -12% | 11% | -1%
24: CCOC(=O)c1c(NC(=O)CSC(=S)N2CCOCC2)sc(C)c1C
  -80% | -36% | 18% | 23% | 4% | -4% | 24% | 0% | 1%
25: CC(C)N=C(Nc1ccccc1)c1cccnc1
  -4% | 2% | 8% | 20% | 2% | -6% | 1% | -1% | -5%
26: COc1ccc(NC(=S)NN2CCOCC2)cc1OC
  -45% | 5% | 33%[activator] | 18% | 7% | 3% | -4% | 31% | -2%
27: Nc1cc([N+](=O)[O-])ccc1OCc1ccccc1
  nt | nt | 5% | 30% | -10% | ? | -2% | -2% | nt
28: CCN(CC)c1ccc(NC(=S)NCC2CCCO2)cc1 (stereo not given)
  ? | 45µM* | 0% | ? | -7% | ? | -3% | 17% | -4%
29: COc1ccc(NC(=O)CN(C)C(=O)c2sc3cc(Cl)ccc3c2Cl)cc1
  6% | -6% | 17% | 21% | 3% | -7% | 15% | 3% | nt
30: COCCN=C(NS(=O)(=O)c1cccs1)c1ccccc1Cl
  nt | nt | 6% | 37% | 9% | -1% | 6% | 1% | nt
31: CCC(=O)Nc1nc(-c2ccc3c(c2)OCCO3)cs1
  -12%[59 µM] | -6% | 11% | 53%[activator] | -3% | -15% | 8% | 2% | -1%
32: N#Cc1ccc(NCC(=O)Nc2ccc3c(c2)OCCO3)cc1
  1% | -14% | 99%[activator] | 19% | -6% | -18%[57.1 µM] | 1% | -1% | -3%
33: Cc1ccc(C)c(NC(=O)CSc2ncc3c(n2)-c2ccccc2N(Cc2ccccc2C)S3(=O)=O)c1
  -1%[59 µM] | -14% | 18% | 26% | 9% | 1% | 7% | -7% | -3%
34: CCOc1ccc(-c2noc(CSc3nnc(Cc4ccccc4)n3-c3ccc(F)cc3)n2)cc1
  -2%[59 µM] | -13% | 2% | 41%[activator] | 0% | -30% | 4% | -7% | -4%
35: CC(Sc1n[nH]c(=O)n1Cc1ccccc1)C(=O)NC1CCCCC1C (stereo not given)
  -46%[12.7 µM] | 15% | 23% | 9% | -9% | -12% | -7% | 2% | nt
36: O=C(CSc1nnc(-c2cccnc2)o1)c1cc2ccccc2oc1=O
  ? | -6% | ? | 11% | 1% | -20% | 2% | 14% | -11%
37: Cc1cc(Br)ccc1NC(=O)CNC(=O)CN1C(=O)NC2(CCCCCC2)C1=O
  -12%[59 µM] | -5% | -3% | 0% | -7% | -7% | 1% | 10% | -2%
38: O=S(=O)(Nc1cccc(Br)c1)c1cccc2nsnc12
  nt | -29% | 41%[activator] | -2% | -4% | -31% | 3% | -6% | -4%
39: O=C(Nc1nc2ccccc2[nH]1)c1ccc(F)c(S(=O)(=O)N2CCOCC2)c1
  28%[59 µM] | -23% | 12% | 27% | -8% | -23% | -11% | 5% | 3%
40: COc1cc(C(C(=O)NC2CCCC2)N(C(=O)Cc2cccs2)C2CC2)cc(OC)c1OC (stereo not given)
  0% | -3% | 29% | -10% | -5% | -30% | -2% | 0% | 2%

The list goes on:
Fields: G9a block | BAZ2B inh | Pol iota inh | HP1b binding inh | PGK inhibitor | JMJD2A Tudor inh | Pin1 inh | GLS inh | BLM helicase inh
41: O=C(c1cc(F)cc(F)c1)N1CCC(c2nc(-c3ccc(S(=O)(=O)N4CCCC4)cc3)no2)CC1
  -26%[59 µM] | -1% | 4% | 24% | 14% | -18% | -6% | 4% | -6%
42: CCN(CC)C(=O)C1CCN(S(=O)(=O)c2ccc(-n3cnnn3)cc2)CC1
  9% | 3% | 36%[activator] | 33% | -2% | 0% | 1% | -7% | -4%
43: Cc1cc(C)c2nc(NNC(=O)c3cc(-c4cccs4)nc4ccccc34)sc2c1
  32µM* | ? | ? | 36% | -2% | ? | 15% | 3% | 1%
44: Cc1cc(C(=O)NCCN2CCOCC2)ccc1[N+](=O)[O-]
  8% | 4% | 76%[activator] | 8% | 6% | -9% | 4% | -12% | -1%
45: O=C(OCc1cnc(Cl)s1)c1cccc(Cl)c1
  237%[activator] | 176%[activator] | -13% | 93%[activator] | -8% | 49%[activator] | 3% | 7% | -5%
46: Cc1ccc(-c2nc3cnccn3c2Nc2ccc3c(c2)OCO3)cc1
  40µM* | 40µM* | 4% | ? | -4% | 50µM* | 1% | 17% | 1%
47: Cc1cccc(NC(=S)N2CCCCC2c2cccnc2)c1C (stereo not given)
  -25% | -4% | 58%[activator] | -6% | i | -6% | -4% | 12% | -2%
48: Cc1ccc(C)c(S(=O)(=O)NCc2ccc(C(=O)N3CCOCC3)cc2)c1
  45% | -1% | 1% | 29% | 3% | -1% | -1% | 0% | -1%
49: CSc1nnc2c(n1)c(C)nn2-c1cccc(C)c1
  10µM* | 28µM* | -4% | -35% | 8% | ? | 1% | -1% | -2%
50: NN1C(=O)/C(=C2/Sc3ccccc3N2CCCS(=O)(=O)O)SC1=S
  40µM* | 79µM* | ? | -23% | ? | ? | 2% | 9% | -10%
51: COc1ccc(CCNC(=O)CSc2nc(N)c(C#N)c(-c3cccs3)c2C#N)cc1OC
  14%[59 µM] | 18% | -21%[58.9 µM] | 25% | -2% | -1% | -3% | -1% | 0%
52: COc1cccc(C(=O)O/N=C(\N)c2ccccn2)c1
  -6%[59 µM] | -28% | -10% | 26% | 14µM* | -12% | -8% | -3% | -4%

Some of the entries so far, screen by screen:
#49 CSc1nnc2c(n1)c(C)nn2-c1cccc(C)c1
#52 COc1cccc(C(=O)O/N=C(\N)c2ccccn2)c1

screen / no.,49,52
G9a block,10µM*,-6%[59 µM]
BAZ2B inh,28µM*,-28%
Pol iota inh,-4%,-10%
HP1b binding inh,-35%,26%
PGK inhibitor,8%,14µM*
JMJD2A Tudor inh,?,-12%
Pin1 inh,1%,-8%
GLS inh,-1%,-3%
BLM helicase inh,-2%,-4%

Screens from PubChem BioAssay.

The list is partial (hit frequency here may not be typical).
